SRC2 inh: human SRC2 (NCOA2) inhibition; HEK293 GAL4-SRC2 luciferase reporter, luminescence; AID 651957; actives 0.17% (n = 370,000); inhibition, % at 9 µM;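 active = inhibition above the mean inhibition of all tested compounds plus 3 SD, set per campaign, cut at about 52% in these data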;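 note: 0% = DMSO treated cells and 100% = cells given Gossypol at 36 µM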
Target sequence (Q15596 whole entry, looked up, the tested form may be a part): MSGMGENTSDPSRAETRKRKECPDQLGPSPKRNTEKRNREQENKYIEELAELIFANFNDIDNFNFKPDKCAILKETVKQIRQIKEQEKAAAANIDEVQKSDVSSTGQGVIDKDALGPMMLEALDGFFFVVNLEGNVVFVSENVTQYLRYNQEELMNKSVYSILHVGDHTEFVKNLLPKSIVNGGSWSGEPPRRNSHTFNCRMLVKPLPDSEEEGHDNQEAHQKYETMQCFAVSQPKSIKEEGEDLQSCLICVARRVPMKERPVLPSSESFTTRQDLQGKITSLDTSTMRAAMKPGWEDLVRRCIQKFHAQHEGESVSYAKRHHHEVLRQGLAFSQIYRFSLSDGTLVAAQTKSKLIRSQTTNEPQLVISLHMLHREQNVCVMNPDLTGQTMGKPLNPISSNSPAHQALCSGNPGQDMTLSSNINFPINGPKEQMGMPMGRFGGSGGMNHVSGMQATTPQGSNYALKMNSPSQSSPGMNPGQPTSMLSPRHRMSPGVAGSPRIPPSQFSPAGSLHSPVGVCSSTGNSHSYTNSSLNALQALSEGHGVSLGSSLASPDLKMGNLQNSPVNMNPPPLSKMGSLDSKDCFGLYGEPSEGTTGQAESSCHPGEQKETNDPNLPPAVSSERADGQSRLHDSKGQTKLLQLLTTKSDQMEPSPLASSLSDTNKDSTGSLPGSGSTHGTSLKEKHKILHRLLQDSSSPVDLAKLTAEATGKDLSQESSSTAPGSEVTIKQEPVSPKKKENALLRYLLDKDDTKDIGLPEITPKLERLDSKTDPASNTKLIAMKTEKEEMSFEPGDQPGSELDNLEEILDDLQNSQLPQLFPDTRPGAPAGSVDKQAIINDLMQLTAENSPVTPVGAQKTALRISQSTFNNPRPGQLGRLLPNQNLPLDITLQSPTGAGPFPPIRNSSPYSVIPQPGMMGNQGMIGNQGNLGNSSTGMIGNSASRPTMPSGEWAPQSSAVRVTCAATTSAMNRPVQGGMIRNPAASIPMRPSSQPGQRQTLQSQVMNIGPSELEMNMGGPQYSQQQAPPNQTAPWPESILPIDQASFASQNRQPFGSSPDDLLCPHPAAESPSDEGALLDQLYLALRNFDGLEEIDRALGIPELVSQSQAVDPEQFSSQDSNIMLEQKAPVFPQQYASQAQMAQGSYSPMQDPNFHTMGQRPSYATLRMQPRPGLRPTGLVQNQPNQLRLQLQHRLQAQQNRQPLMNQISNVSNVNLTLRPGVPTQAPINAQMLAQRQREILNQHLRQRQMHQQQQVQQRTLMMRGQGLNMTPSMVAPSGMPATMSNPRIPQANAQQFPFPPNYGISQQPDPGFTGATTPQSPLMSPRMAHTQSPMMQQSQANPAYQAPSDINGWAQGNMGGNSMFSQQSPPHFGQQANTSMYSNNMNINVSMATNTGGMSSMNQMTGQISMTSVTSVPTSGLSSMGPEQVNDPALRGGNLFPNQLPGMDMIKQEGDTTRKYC
TLR9-MyD88 inh: blocks human TLR9 binding to MyD88; Q9NR96+Q99836; CHO BLA complementation TLR9-MyD88, CCF4 FRET ratio; inhibition, % at 4.98 µM; actives 0.21% (n = 340,000);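 active = inhibition above the mean over all tested compounds plus 3 SD, cut at about 21% in these data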;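 note: 0% = DMSO only wells and 100% = clavulanate BLA inhibitor control wells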
ABHD5-PLIN5 inh: inhibitors of human ABHD5-perilipin-5 interaction | Q00G26+Q8WTS1 | Split G. princeps luciferase complementation, luminescence, 4 h | inhibition, % at 4 µM | actives 0.78% (n = 360,000) | AID 602281;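 active = inhibition above the mean inhibition across every tested compound plus 3 SD, cut at about 22% in these data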;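 note: 0% = DMSO only wells and the 100% control is not disclosed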
m5-HT2A agonist: agonists of mouse serotonin 5-HT2A receptor (HTR2A); P35363; CHO-K1 mHTR2A beta-arrestin complementation, luminescence; percent of 30 µM serotonin response; activation, % at 7.6 µM; actives 0.66% (n = 360,000);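 active = activation above a run cutoff, the mean activation of all tested compounds plus 3 SD, cut at about 14% in these data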;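 note: 0% = plate median of compound wells and 100% = 30 µM serotonin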
Cardio protect: protects H9c2 cardiomyocytes from peroxide injury; H2O2 injury protection, ATPLite, 2 h; protection from H2O2 cell death, % at 20 µM; actives 0.63% (n = 360,000); AID 588492;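 active = compounds giving at least 50% protection of heart cells from peroxide-induced death in the single-dose screen, raw or plate-pattern-corrected value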;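 note: 0% = DMSO wells with peroxide and 100% = DMSO wells without peroxide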
ABCB6 inh MLPCN: inhibitors of human ABC transporter ABCB6; AID 602162; K562-ABCB6 porphyrin accumulation, flow cytometry, 1 h; hits give low values; actives 0.19% (n = 360,000); Q9NP58; fluorescence ratio to DMSO, % at 10 µM;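 active = fluorescence ratio to DMSO below 75%, the collection mean minus 3 SD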;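 note: signal is porphyrin accumulated inside mitochondria; 100% equals median channel fluorescence of DMSO control wells; lower ratio means ABCB6 inhibition with less porphyrin fluorescence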
MC4R barr agon: agonists of human melanocortin 4 receptor (MC4R) beta-arrestin; P32245; U2OS MC4R beta-arrestin complementation, luminescence; percent of melanotan II response, DMSO zero; activation, % at 8.9 µM; actives 0.98% (n = 360,000);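 active = activation above a per-plate cutoff, the mean activation of sample wells on that plate plus 3 SD, cut at about 8% in these data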
N-glyco inh: blocks N-linked glycosylation in D54 reporter cells | D54 ERlucT glycosylation luciferase reporter, 24 h; percent of 100 nM tunicamycin response | reporter increase, % at 12.5 µM | actives 0.23% (n = 360,000) | AID 588692;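 active = mean luciferase reporter signal, scaled so untreated is 0 and the glycosylation-blocking control 100, at or above a set limit in every replicate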;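 note: luciferase carries N-glycosylation sites so blocking glycosylation raises the light; 0% = median of neutral control wells and 100% = median of 100 nM tunicamycin wells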
MC4R antag cAMP: antagonists of human melanocortin 4 receptor (MC4R); inhibition, % at 6.5 µM; P32245; actives 0.48% (n = 360,000); MC4R-expressing cells, MTII-stimulated cAMP, LANCE TR-FRET;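 active = inhibition above its plate's cutoff, the mean of tested wells on that plate plus 3 SD, cut at about 29% in these data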;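 note: 0% = Melanotan II alone and 100% = Melanotan II plus saturating MCL0020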
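Assay system: U2OS cells stably expressing human melanocortin 4 receptor (MC4R) / Dosing: 6.5 µM / Timing: compound 30 min, challenge 1 h, detection 1 h / Measured by: Eu-cAMP/anti-cAMP TR-FRET, emission 671 nm / Replicates: singlicate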
NOD2 RIPK2 PPI: blocks binding of human NOD2 to RIPK2 | actives 0.38% (n = 360,000) | CHO BLA complementation NOD2-RIPK2, CCF4 ratio | inhibition, % at 4.98 µM | O43353 | AID 624267; in the data active = inhibition above about 21%;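 note: 0% = vehicle only and 100% = reference blocker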
Starred values were filed as active, the others as inactive; . = not tested or not shown.

Sequence of screens: NOD2 RIPK2 PPI	MC4R antag cAMP	SRC2 inh	TLR9-MyD88 inh	Cardio protect	ABHD5-PLIN5 inh	m5-HT2A agonist	N-glyco inh	MC4R barr agon	ABCB6 inh MLPCN
Cc1ccc(NC(=O)Nc2ccc(C(=O)N3CCOCC3)cc2)cc1
  -6	7	-8	-7	-4	5	-1	-2	-1.5	101
COc1ccc(C(CNC(=O)Cn2c(=O)oc3ccccc32)N(C)C)cc1 (centres undefined)
  -9	8	-26	5	2	-4	-5	1	-2.7	100
CC1=Nn2c(nnc2-c2n[nH]c3c2CCC3)SC1
  -9	1	-16	1	16	-3	-4	2	-2.4	98
Cc1onc(-c2ccccc2)c1NC(=O)N(CCC#N)Cc1ccccc1
  -4	-2	1	.	4	-3	4	1	-1.8	98
Cc1c(C(=O)OC2CCCC2)[nH]c2c1C(=O)CC(c1ccco1)C2 (centres undefined)
  17	-30	24	6	-34	10	-3	5	-1.3	107
COc1ccc([N+](=O)[O-])cc1/C=N/NC(=O)/C(=C\c1cccs1)NC(=O)c1ccccc1
  -5	3	0	7	11	11	3	1	0.1	96
COc1ccc(CCNC(=O)C2CCN(C(=O)c3ccc(C(C)(C)C)cc3)CC2)cc1
  -1	12	-16	-5	9	-5	7	-1	2.6	101
CC(=O)C1=C(C)Nc2ncnn2C1c1ccc(C)cc1 (centres undefined)
  -3	16	4	-8	5	3	-10	-2	-0.6	98
Cc1ccc2cc(-c3noc(C(C)(C)C)n3)c(=O)[nH]c2c1
  -2	-4	-13	-5	1	4	-1	1	0.1	101
COc1cc(OC)cc(C(=O)NC2CCN(CCCOc3ccccc3)CC2)c1
  1	3	5	-4	2	4	2	0	-1.4	92
CCN1CCN(C(=O)C2c3cc(OC)c(OC)cc3C(=O)N3CCc4ccccc4C23)CC1 (centres undefined)
  1	-1	-17	-1	2	0	-2	1	-2.8	91
CN1/C(=c2/s/c(=C3/C(=O)N(c4ccccc4)NC3=Nc3ccccc3)n(C)c2=O)C(C)(C)c2ccccc21
  -23	8	1	0	13	0	-1	-6	-2.3	326
CSc1ncccc1C(=O)OCC(=O)NC1CCC(C)CC1 (centres undefined)
  -1	5	10	-1	-6	-6	2	2	-3.6	94
CC(/C=N/n1c(-c2cc(C)[nH]n2)n[nH]c1=S)=C\c1ccccc1
  6	9	-13	3	0	3	0	1	-1.4	107
O=C(Nn1cnnc1)c1ccc(Cl)c([N+](=O)[O-])c1
  2	-5	6	2	2	-2	-1	2	-2.1	96
O=C(COC(=O)C1C2CC3OC(=O)C1C3C2)Nc1ccccc1 (centres undefined)
  -6	11	-12	-2	-3	5	5	1	-2.7	99
CCCCCCCC(=O)NN1CCOCC1
  -3	24	-37	-12	5	2	-1	0	-1.2	99
C#CCOc1ccccc1/C=C1/C(=O)ON=C1C
  -4	-25	-10	-6	6	1	10	4	-2.1	98
CCOc1ccc(Cl)cc1/C=N/NC(=O)CNC(=O)c1ccccc1
  3	3	19	-2	1	7	-3	-2	-3.6	97
CC1CC1C(=O)Nc1nc(-c2ccc(Cl)s2)cs1 (centres undefined)
  -3	3	-29	-15	-20	4	-4	1	-0.3	92
COC(=O)c1ccc(NC(=O)Nc2ccc(C)cc2)cc1
  -11	10	-28	-9	-8	-3	-4	0	2.7	103
CCCC(=O)N1CCC1(C)C(=O)NS(=O)(=O)c1ccc(F)cc1F (centres undefined)
  3	-1	-23	.	1	2	5	0	-0.6	88
COc1cccc(/C=c2\s/c(=C\C(=O)C(C)(C)C)[nH]c2=O)c1
  -14	12	-15	7	12	0	3	5	-2.5	95
CCOC(=O)c1c(CC(C)C)csc1NC=O
  6	-1	-12	0	-5	-4	4	1	3.9	101
CCCC(=O)Nc1ccc(-c2ccc(NC(=O)CCC)cc2)cc1
  -13	1	-13	1	-1	3	1	2	-0.8	100
O=C(c1cccc(S(=O)(=O)N2CCN(c3ccc(F)cc3)CC2)c1)N1CCN(c2ccccc2O)CC1
  2	-1	6	-3	-8	3	-9	-7	-4.8	97
CCOc1ccc2nc(SCC(=O)Nc3ccc(S(=O)(=O)N4CCCC4)cc3)c(C)cc2c1
  -5	24	-4	-12	-3	-6	7	-4	0.0	98
O=C1N/C(=C/c2cccs2)C(=O)N1Cc1ccc(Br)cc1
  5	7	-4	9	-1	4	6	-2	3.4	98
CCOC(=O)CSc1nc(C)c2cc(C)c(C)cc2n1
  -6	4	-14	2	-5	0	0	1	-2.0	100
O=C(COC(=O)c1cc([N+](=O)[O-])ccc1N1CCOCC1)c1ccc(OC(F)F)cc1OC(F)F
  0	0	-1	9	3	11	-4	1	-2.1	100
COc1ccc(NC(=O)Nc2nnc(Cc3ccc(F)cc3)s2)cc1
  2	0	-34	-8	-11	-3	-2	0	2.8	96
CCCC(=O)Nc1ccc(Nc2ccccc2)cc1
  -5	0	-18	0	-2	0	-7	1	-1.6	101
Cc1cc(C)nc(NC(=O)c2cc(-c3ccc4c(c3)OCO4)nc3ccccc23)c1
  1	13	-6	-12	4	1	-6	1	1.0	103
CC(=O)c1cccc(NC(=O)C2CCN(S(=O)(=O)c3c(C)n[nH]c3C)CC2)c1
  5	11	7	11	0	-4	0	2	-2.0	92
CCOC(=O)[C@@H]1[C@H]2COc3cc(OC)ccc3[C@H]2N2C(=O)N(c3ccc(F)cc3)C(=O)[C@@]12C
  -12	7	-14	4	-1	8	-3	-1	-0.2	102
Cc1ccc(N2CCN(C(C(=O)Nc3c(C)cccc3C)c3cccc(F)c3)CC2)cc1 (centres undefined)
  0	.	1	.	.	-9	-4	.	.	.
O=C(Nc1ccccc1)Nc1ccno1
  1	2	-24	1	-10	-1	3	0	0.3	93
COC(=O)c1ccc(S(=O)(=O)c2ccc([N+](=O)[O-])cc2)cc1
  -4	23	4	0	0	-3	8	-1	-1.9	96
CCCCOC(=O)C1=C(C)NC(=O)NC1c1ccc(N(C)C)cc1 (centres undefined)
  3	12	24	2	1	5	8	-2	-1.4	98
COC(=O)c1ccc(S(=O)(=O)N2CCC(c3nc4ccccc4o3)CC2)cc1
  -5	10	15	9	-4	11	2	0	-0.9	97
O=C(O)c1cc(=S)nc[nH]1
  -10	-2	-17	-14	0	-6	4	3	-0.4	91
CCN(CC)c1ccc(NC(=O)COC(=O)c2ccc3ccccc3n2)cc1
  0	-2	-16	-2	-10	8	8	-1	0.3	99
COc1ccc(S(=O)(=O)N2CCC(C(=O)NCC3CCCO3)CC2)cc1 (centres undefined)
  1	8	-10	-4	3	-5	-2	0	-1.6	100
C[C@@H]1NC(=O)[C@H](CCCN=C(N)N)NC(=O)c2cc([N+](=O)[O-])cc(I)c2NCCC[C@@H](C(N)=O)NC1=O
  -12	2	-6	-9	9	14	8	1	-1.6	97
Cc1ccc(S(=O)(=O)N2CCN(C(C(=O)Nc3ccc(F)cc3)c3ccccc3)CC2)cc1 (centres undefined)
  4	-2	17	-6	5	-5	0	-11	0.4	103
CN(C(=O)c1ccc2c(Cl)c3c(nc2c1)CCC3)c1ccccc1
  -5	3	-26	3	-5	-1	6	-2	-0.1	101
CSCCC(NS(=O)(=O)c1ccc(C)cc1)C(=O)N(C)CC(=O)Nc1ccccc1Br (centres undefined)
  0	14	-18	-7	13	4	5	-2	-0.5	96
COc1cc(CCNC(=O)c2ccccc2NC(=O)C2=C(C)OCCS2)cc(OC)c1OC
  -11	3	-5	6	4	2	4	-3	1.4	99
Cc1nc(NC(=O)c2ccc3c(c2)OCCO3)ccc1Br
  3	5	-47	-6	-4	-3	1	-10	0.7	100
CC(=O)c1ccc(NC(=O)CN2CCC(NC(=O)C3CCCCC3)CC2)cc1
  0	4	-18	2	-6	1	7	1	-2.2	100
O=C(Cc1ccccc1)NCC(=O)N1CCC2(CC1)NCCc1[nH]cnc12
  -5	2	-6	12	16	-2	-2	1	-2.8	94
COc1ccc(Cl)cc1C(=O)NNC(=O)CCNS(=O)(=O)c1ccccc1
  -7	2	2	-1	3	-2	0	1	-2.1	93
O=C(Nc1cc2c3c(c1)CC(=O)N3CCC2)C1CCCCC1
  -6	6	4	1	1	2	-3	3	-1.3	101
COc1cccc(-c2cc(C(=O)N3CCN(C(c4ccccc4)c4ccccc4)CC3)no2)c1
  -3	8	0	-1	-7	-6	3	-6	-0.8	97
Cc1cc2cc(CNC(=O)C3CCCC3)ccc2n1C
  1	0	-18	2	8	0	-1	-1	-1.5	102
CC(=O)c1ccccc1NC(=O)COC(=O)c1cc(C)oc1C
  0	16	9	6	-4	-1	-1	-2	2.2	93
COC(=O)c1ccc(NC(=S)Nc2ccc(O)cc2)cc1
  1	5	18	5	2	-14	0	-2	-1.3	100
COc1cc(N)c(Cl)cc1C(=O)OC(C)C(=O)Nc1cccc(S(=O)(=O)N2CCOCC2)c1 (centres undefined)
  5	13	-11	4	-1	1	-6	2	0.8	102
Cc1ccccc1-c1nnc(SCc2ccc(F)cc2)o1
  0	1	-54	5	-2	-6	8	1	-0.1	95
CN(C)CCC#CC1(O)c2ccccc2-c2ccccc21
  1	12	13	-2	-5	-5	-1	-1	-0.8	98

Additional entries.
Sequence of screens: NOD2 RIPK2 PPI	MC4R antag cAMP	SRC2 inh	TLR9-MyD88 inh	Cardio protect	ABHD5-PLIN5 inh	m5-HT2A agonist	N-glyco inh	MC4R barr agon	ABCB6 inh MLPCN
C/C(Nc1ccccc1C(F)(F)F)=C1/CCOC1=O
  1	-3	-13	-6	2	-6	4	2	0.7	94
Cc1cc2ccccc2n2c(SCC(=O)NCc3cccs3)nnc12
  0	5	-27	1	8	2	2	1	-1.7	106
Cc1ccc(NC(=S)NNC(=O)c2nn(C)c(C)c2Cl)cc1
  -6	11	-92	4	2	-8	1	1	-4.7	90
C[N+](C)(C)CC/C=C1/c2ccccc2CSc2ccccc21
  -1	11	-18	8	-6	-4	-1	0	-1.1	91
CCOC(=O)c1ccc(N2CN(CC)CNC2=S)cc1
  -11	0	5	-2	-4	0	1	3	-2.6	96
CCCC12CN3CCN(CC(C3)/C1=N\NC(=O)c1ccc(C(C)(C)C)cc1)C2
  -4	7	-10	-2	-10	-4	0	1	2.2	106
CC(C)CCNC(=O)C(=O)NCC1OCCCN1S(=O)(=O)c1cccs1 (centres undefined)
  -1	17	-2	-8	-1	-8	1	1	-3.2	96
CCn1nc(C)c(/C=N/NC(=O)c2ccc3c(c2)c(C)c(C)n3Cc2ccccc2)c1C
  -6	17	-9	-2	13	6	-6	-1	0.4	109
Cc1nonc1OCCNCc1c(C(=O)N2CCCCCCC2)nc2ccc(Cl)cn12
  -7	8	-12	-15	12	-3	4	2	-1.8	97
CSc1ccccc1NC(=O)CN(C)C(=O)c1ccc(NC(=O)c2cccs2)cc1
  8	10	-15	-4	27	-10	-6	-5	-1.3	94

Screens deposited in PubChem BioAssay by several laboratories.

Only part of the results is shown. The share of hits here may be higher or lower than overall.
